Dengue-2 NS5 capping – Dengue-2 NS5 methyltransferase inhibitors, primary screen, biochemical, confirmation dose response (AID 588689); Dengue-2 NS5 methyltransferase capping enzyme assay, biochemical; higher % means a stronger effect; inhibition, % at 25 µM, or IC50 in µM where a hit was titrated; actives 0.3% (n = 340,000); in the data active means a potency from the dose series; inconclusive means inhibition above about 29% without an active follow-up result
Rac1 GTP hydrolysis – MgcRacGAP GTPase-activating activity inhibitors, confirmation, biochemical, ADP Hunter fluorescence | MgcRacGAP-stimulated Rac1 GTP hydrolysis, ADP Hunter fluorescence; higher % means a stronger effect; GST-tagged Rac1 F28L mutant substrate | inhibition, % at 30 µM, or IC50 in µM where a hit was titrated | actives 0.6% (n = 340,000);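 active means first-screen hits whose inhibition reached a set limit at any dose in the follow-up dose series; inconclusive means inhibition above the set first-screen limit but never retested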;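 further: fluorescence reports GDP produced by GAP-driven GTP hydrolysis; strong numbers were not always called active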
UTI89 phage lysis – protection from phage-mediated lysis, alamar blue read-out – E. coli UTI89, K1F phage, bacterial capsule biogenesis inhibitors (AID 488966); inhibition, % at 100 µM; hits with a dose series show IC50 in µM; actives 0.02% (n = 340,000); E. coli UTI89 K1F phage lysis, alamar blue, 2 h; higher % means a stronger effect;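 active means phage lysis inhibition, versus mean bacterial control, above a set limit; inconclusive means no clear call, values can overlap the other calls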;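 further: capsule biogenesis inhibitors block K1F phage lysis so surviving cells raise fluorescence; higher fluorescence means more inhibition of phage lysis; actives were called in the ten point dose series up to 300 µM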
SV40 large T antigen – TAg ATPase/helicase activity blockers – biochemical (AID 1903) | actives 0.39% (n = 310,000) | SV40 large T antigen ATPase/helicase inhibition assay; higher % means a stronger effect | inhibition, % at 20 µM, or IC50 in µM where a hit was titrated; in the data active means a potency from the dose series; inconclusive means inhibition mostly from about 32% at the one dose, without a potency; inactive means the rest, 99 in 100 with inhibition below about 32%; further: strong numbers were not always called active
NTR1 ag – NTR1-driven beta-arrestin-GFP spot formation – imaging, U2OS cells, high content, primary screen (AID 493036) | P30989 | agonist mode | activation, % at 20 µM | actives 0.17% (n = 330,000);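 active means activation at or above 40% of the spot to cytoplasm intensity ratio, with at least 20 cells analyzed; inconclusive means wells under 20 cells, flagged as cytotoxic or low count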;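 further: 0% = DMSO without peptide and 100% = 100 nM NTR1 peptide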
Target sequence (P30989 whole entry, looked up): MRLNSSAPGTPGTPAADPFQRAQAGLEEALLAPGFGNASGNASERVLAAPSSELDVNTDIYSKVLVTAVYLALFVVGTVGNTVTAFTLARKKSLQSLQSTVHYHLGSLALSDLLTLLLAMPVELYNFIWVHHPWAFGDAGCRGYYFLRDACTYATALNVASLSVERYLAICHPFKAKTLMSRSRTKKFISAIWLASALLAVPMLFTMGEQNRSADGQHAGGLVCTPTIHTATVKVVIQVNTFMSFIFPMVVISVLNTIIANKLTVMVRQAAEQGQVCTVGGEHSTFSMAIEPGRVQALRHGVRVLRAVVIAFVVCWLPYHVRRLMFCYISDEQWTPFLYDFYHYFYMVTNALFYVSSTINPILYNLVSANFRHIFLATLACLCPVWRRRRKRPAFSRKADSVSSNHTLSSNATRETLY
T cell modulator – modulates CD8 T cell binding to vesicles. calls only at 7 µM. 2C CD8+ T cell-vesicle binding, flow cytometry; hits give low values. AID 2052. actives 0.068% (n = 330,000);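 active means response, share of CD8 T cells binding vesicles, and their 90th percentile fluorescence all below set limits, cut at about 80% in these data, passing the limit was not always enough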
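Material: 2C TCR transgenic mouse naive CD8+ T cells, MACS-purified. Also added: QL9-charged Drosophila Ld/ICAM-1/B7-1 vesicles. Timing: binding 1.5 h at 37 °C. Measured by: high-throughput flow cytometry with anti-B7-1 and anti-CD8 staining. Read-out: percent CD8+ FL2 mean versus row control. Controls: Unloaded micro-vesicles (low), QL9 vesicles with 0.7% DMSO (high).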
West Nile antiviral – inhibition of WNV-induced cytopathic effect – cell-based, CPE readout (AID 1621) | one-dose CPE inhibition, % at 10 µM; IC50 in µM for titrated hits | West Nile virus-infected cells, CPE inhibition; higher % means a stronger effect | actives 0.02% (n = 290,000); in the data active means a potency from the dose series; inconclusive means CPE inhibition mostly from about 3.7% at the one dose, without a potency; inactive means the rest, 99 in 100 with CPE inhibition below about 2.2%; further: strong numbers were not always called active
PhoP inhibition – inhibitors of PhoP regulon expression, primary screen, Salmonella Typhimurium, GFP reporter (AID 1863) | inhibition, % at 50 µM; hits with a dose series show IC50 in µM | S. Typhimurium PhoP-regulated promoter GFP reporter, 4 h; higher % means a stronger effect | actives 0.16% (n = 300,000);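 active means inhibition over 29.93%, a cutoff 3 SD above the screen mean, later confirmed by dose response; inconclusive means inhibition over 29.93% but no dose response follow-up; inactive means inhibition at most 29.93% or unconfirmed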;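 further: 0% = low Mg2+ inducing control and 100% = high Mg2+ repressing control; strong numbers were not always called active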
RSV antiviral HEp-2 – inhibition of RSV-induced cytopathic effect – HEp-2 cells, primary 10 µM value included (AID 2391); HEp-2 cells, RSV-induced CPE inhibition; higher % means a stronger effect; one-dose CPE inhibition, % at 10 µM; IC50 in µM for titrated hits; actives 0.13% (n = 310,000); in the data active means a potency from the dose series; inconclusive means CPE inhibition mostly from about 23% at the one dose, without a potency; inactive means the rest, 99 in 100 with CPE inhibition below about 21%; further: strong numbers were not always called active
T cell modulator vesicle-bound % – second read-out of T cell modulator, no call of its own (marks repeat the call); double positive events, %; measured here: CD8+ vesicle-bound cell fraction;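 binding gate set so that unloaded-vesicle control wells show 10% double positive cells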
NTR1 ag cell count 20 µM – second read-out of NTR1 ag, no call of its own (marks repeat the call); cell count; measured here: cell count, cytotoxicity flag
Dengue-2 NS5 capping pilot replicate – second read-out of Dengue-2 NS5 capping, no call of its own (marks repeat the call); inhibition, %; measured here: pilot screen replicate inhibition
* hit, by the source's call; i = inactive; ? = inconclusive; · = no result given; [ ] = dose if it differs, or a comment.

SMILES | Dengue-2 NS5 capping | Rac1 GTP hydrolysis | UTI89 phage lysis | SV40 large T antigen | NTR1 ag | NTR1 ag cell count 20 µM | T cell modulator | T cell modulator vesicle-bound % | West Nile antiviral | PhoP inhibition | RSV antiviral HEp-2 | others
O=C(c1ccc(S(=O)(=O)N2CCCCC2)cc1)N1CCN(c2ccccc2F)CC1 | -4% | 0% | 2.8%[50 µM] | 23% | 0.3 | 63 | i | 32 | -0.8% | -6% | -0.4%
CNC(=O)COC(=O)/C=C/c1cccc(F)c1 | -12% | 0% | -0.4% | 10% | 2.2 | 46 | i | 25 | -0.1% | -3% | 4.8%
CC(C)c1nnc(NC(=O)CCC(=O)Nc2ccc3cn[nH]c3c2)s1 | 4% | 16% | -0.5% | 8% | 0.0 | 54 | i | 45 | 0.1% | -4% | 1.6%
CCOC(=O)c1c(CSC(=N)N)n(-c2ccc(C)cc2)c2cc(Br)c(OC(C)=O)cc12 | -10% | 8% | 1.9% | 14% | 19 | 65 | i | 36 | ? | 1% | -2.2%
CC(C)(CO)Nc1nc(N2CCCC2)nc(N2CCCC2)n1 | -4% | 5% | 0.1% | 4% | 1.4 | 71 | i | 25 | 0.1% | 8% | 1.2%
CC(C)CCN(C(=S)Nc1cccc(F)c1)C1CCN(C(C)C)CC1 | -4% | -1% | 2.9% | 9% | 2.7 | 58 | i | 25 | -0.7% | -5% | 0.5%
CCC1(CC)Cc2ccccc2C(C2=C(O)CC(C)(C)CC2=O)=N1 | 2% | 11% | 2.5% | 2% | 1.1 | 55 | i | 30 | -0.3% | -6% | 1.7%
CCOC(=O)CC(=O)c1cc(OC)c(OC)c(OC)c1 | -2% | -2% | 0.3% | 25% | 1.1 | 80 | i | 30 | -0.4% | 3% | -2.5%
COc1ccc(OC)c(C2C(C(=O)c3ccc(C)o3)=C(O)C(=O)N2CCN2CCOCC2)c1 (centres undefined) | -5% | 3% | 0.5% | 64% | 3.5 | 58 | i | 17 | 0.1% | -14% | 0.9%
CCC(=O)N1CCc2cc(S(=O)(=O)CCC(=O)N3CCN(c4ccccc4F)CC3)ccc21 | -3% | 11% | -0.2% | 12% | 1.0 | 54 | i | 22 | -0.3% | -5% | 0.5%
Cc1ccc(C)c(S(=O)(=O)N2CCCOC2CNC(=O)C(=O)NCCN2CCOCC2)c1 (centres undefined) | 4% | 3% | 1.4%[50 µM] | -12% | 0.2 | 54 | i | 7 | 0.6% | -2% | 0.2%
CC(=O)Nc1nc(COc2ccc3ccccc3c2)cs1 | -7% | 5% | 0.5% | 24% | -2.1 | 94 | i | 60 | -0.5% | 0% | 1.7% | Dengue-2 NS5 capping pilot replicate=0.0
Cc1cc(C)n(-c2ncc3c(n2)N(CCO)CCOC3=O)n1 | 6% | 6% | -1.8% | -3% | 1.3 | 59 | i | 15 | -0.4% | -7% | -0.9%
C=C1CCN([C@@H](CC(C)C)C(=O)NCc2ccccc2)S(=O)(=O)c2ccccc21 | -8% | 12% | 0.0% | 4% | -1.2 | 79 | i | 29 | -0.3% | -9% | 1.9%
CN(c1ccccc1)S(=O)(=O)c1cccc(NC(=O)COc2cccc([N+](=O)[O-])c2)c1 | -2% | 1% | 0.5%[50 µM] | · | -1.1 | 48 | i | 33 | · | · | 3.2%
COc1ccccc1C1CC(=O)Nc2c1c(=O)n(C)c(=O)n2C (centres undefined) | -3% | 3% | 0.3% | 10% | -0.9 | 77 | i | 46 | 1.2% | -15% | 2.5%
COc1cccc(CN(C(=O)COc2ccc(C)cc2)C2CCS(=O)(=O)C2)c1 (centres undefined) | -10% | 14% | 0.4% | 12% | 0.8 | 63 | i | 31 | 0.2% | -13% | ·
O=C(O)C1C2CCC(O2)C1C(=O)NCc1ccccc1Br (centres undefined) | 0% | 2% | 1.3% | 15% | 0.1 | 48 | i | 53 | -0.3% | -3% | 11%
CC1CCCC(N2CCN(C(=O)c3ccc(F)cc3)CC2)C1 (centres undefined) | -1% | 20% | 7.1% | · | -3.7 | 46 | i | 57 | -0.4% | · | -0.7%
CC(C)(C)c1ccc(C(=O)N2CCNCC2)cc1 | -8% | 3% | 0.3% | 6% | -1.0 | 81 | i | 25 | -0.2% | -9% | -2.3%
O=C(COC(=O)c1ccccc1OCc1ccc(F)cc1)NCC1CCCO1 (centres undefined) | 6% | 4% | 0.8%[50 µM] | · | -0.8 | 94 | i | 24 | · | · | 0.4%
CCOc1ccc(N2CC(C(=O)Nc3nnc(Cc4ccc(OC)cc4)s3)CC2=O)cc1 (centres undefined) | 1% | 7% | 0.0% | 8% | 0.6 | 52 | i | 40 | -0.8% | 3% | 12%
Clc1ccccc1CSc1cc2c(nn1)-c1ccccc1CC2 | 1% | 8% | 0.3% | 3% | 2.0 | 47 | i | 48 | · | 10% | 57%
CCN(C(=O)COC(=O)c1n[nH]c2ccccc12)C1CCS(=O)(=O)C1 (centres undefined) | -5% | 6% | 4.3% | -5% | 2.7 | 41 | i | 37 | -0.1% | 5% | 1.6%
CN(C)C(CNC(=O)c1ccc(S(=O)(=O)N(C)C)cc1)Cc1ccccc1 (centres undefined) | 1% | 3% | 2.0% | -1% | -0.3 | 56 | i | 32 | -0.8% | -2% | 0.0%
C#CCOCCOCCOCCNc1nc(N2CCN(C(=O)CCCCCCCCCCNC(=O)[C@H](CCCCN)n3cc(CCO)nn3)CC2)nc(N2CCN(C(=O)CCCCCCCCCCNC(=O)[C@H](CCCN=C(N)N)n3cc(C[C@@H](C)CC)nn3)CC2)n1 | -3% | ? | -1.7% | 30% | 1.4 | 70 | i | 17 | · | 26% | -3.4%
Cc1ccc(NS(=O)(=O)c2ccc3c(c2)n(C)c(=O)n3C)cc1C | -5% | 14% | 1.1% | 20% | 1.3 | 55 | i | 27 | -0.1% | 2% | 8.2%
O=C(Nc1ccc(N=Nc2ccccc2)cc1)c1ccc(Cl)cc1Cl | 1% | 3% | -0.5% | 21% | -0.3 | 43 | i | 16 | 0.2% | -6% | 3.1%
C=CCN1C(=O)C(Cc2ccc(OCC)cc2)SC1=Nc1ccc(C(=O)O)cc1 (centres undefined) | -1% | 10% | 1.3%[50 µM] | 3% | -0.4 | 72 | i | 42 | 0.1% | -2% | 3.5%
COc1ccccc1-c1c(NC(=O)c2ccco2)n(-c2ccccc2)nc(C)c1=O | · | · | · | 3% | -0.9 | 59 | · | · | -0.1% | 4% | ·

Among those listed so far, 2 have bromine.
SMILES | Dengue-2 NS5 capping | Rac1 GTP hydrolysis | UTI89 phage lysis | SV40 large T antigen | NTR1 ag | NTR1 ag cell count 20 µM | T cell modulator | T cell modulator vesicle-bound % | West Nile antiviral | PhoP inhibition | RSV antiviral HEp-2 | others
CCOC(=O)c1c(CSC(=N)N)n(-c2ccc(C)cc2)c2cc(Br)c(OC(C)=O)cc12 | -10% | 8% | 1.9% | 14% | 19 | 65 | i | 36 | ? | 1% | -2.2%
O=C(O)C1C2CCC(O2)C1C(=O)NCc1ccccc1Br (centres undefined) | 0% | 2% | 1.3% | 15% | 0.1 | 48 | i | 53 | -0.3% | -3% | 11%

(more compounds)
SMILES | Dengue-2 NS5 capping | Rac1 GTP hydrolysis | UTI89 phage lysis | SV40 large T antigen | NTR1 ag | NTR1 ag cell count 20 µM | T cell modulator | T cell modulator vesicle-bound % | West Nile antiviral | PhoP inhibition | RSV antiviral HEp-2 | others
C=CCOc1ccccc1/C=N/NC(=O)Cc1ccc(C)cc1 | 4% | 9% | -1.2% | 3% | 2.5 | 55 | i | 53 | · | 12% | 1.0%
CCCc1nnc(SCC(=O)Nc2cccc(Cl)c2Cl)o1 | -7% | 2% | 0.1% | 0% | -0.7 | 47 | i | 26 | 0.1% | 6% | 1.9%
O=C(CN(C(=O)CCC(=O)Nc1nccs1)C1CCCC1)NCc1ccc2c(c1)OCO2 | -1% | 6% | -1.4% | 5% | -0.7 | 33 | i | 59 | 0.1% | -8% | -1.7%
O=C(NCc1ccco1)C1CCCN1C(=O)Nc1ccc(Cl)cc1 (centres undefined) | 2% | 5% | -0.1% | 12% | -1.9 | 28 | i | 30 | -0.2% | -7% | 0.3%
COc1ccc(/C(C)=N/Nc2ccccc2Cl)c(O)c1 | -2% | 3% | 0.0% | 13% | -1.2 | 52 | i | 44 | 0.0% | 3% | 18%
CC(=O)Nc1nnc(CCS(=O)(=O)c2ccc(C)cc2)s1 | -11% | -5% | -1.1%[50 µM] | 16% | 0.2 | 55 | i | 38 | · | · | 2.5%
CCCCOCCCNC(=O)c1ccc(NC(C)=O)cc1 | -1% | 0% | 0.9% | 3% | 0.8 | 70 | i | 27 | 0.3% | -2% | 0.1%
CCc1nnc(NC(=O)CCC(=O)N2CCN(Cc3cc(F)ccc3OC)CC2)s1 | -3% | 8% | 0.6% | 4% | -0.7 | 44 | i | 59 | 0.0% | -19% | 1.3%
Cc1ccc2nc(NC(=O)[C@H](C)N3C(=O)C4CC=CCC4C3=O)sc2c1 (some centres undefined) | 3% | 6% | 0.3% | 7% | -1.0 | 63 | i | 36 | 0.0% | 0% | ?
O=C(CSc1nc2ccccc2[nH]1)NC1CCCc2ccccc21 (centres undefined) | -3% | 5% | 0.5% | -2% | 0.3 | 55 | i | 53 | 0.2% | 7% | 7.8%
Cc1cc(C)c(C(=O)N2CCCC(CNS(=O)(=O)N(C)C)C2)o1 (centres undefined) | -6% | 9% | 0.4% | 4% | 0.0 | 55 | i | 32 | 0.0% | -2% | 3.5%
CC1CCN(c2nnc(N3CCC(C)CC3)c3ccccc23)CC1 | 1% | 12% | 3.6% | 2% | 11 | 53 | i | 45 | · | -3% | -1.3%
O=C(CCN1CCCCCC1)Nc1ccc(F)c(F)c1 | 0% | 1% | 0.2% | 11% | -1.8 | 68 | i | 25 | -0.8% | 5% | -0.6%
CC(=O)c1ccccc1OCC(O)CN1CCN(CCN2C(=O)c3cccc4cccc(c34)C2=O)CC1 (centres undefined) | -1% | 2% | -0.1% | 3% | 1.9 | 52 | i | 57 | -1.0% | 6% | 40%
O=C(CCCCCNC(=O)c1ccccc1)N/N=C/c1ccc(O)cc1O | -13% | 70µM* | 0.9%[50 µM] | 31% | -0.3 | 62 | i | 34 | 0.3% | 14% | 1.0%

Bioassay records as filed in PubChem.
